NPC1 prom act: NPC1 promoter activation | AID 485313 | Huh7 NPC1 promoter luciferase reporter, 24 h | 320,000 compounds, 2.4% hits | Potency, µM (doses to about 9.22 µM), for the others: at the top dose activation, usual class: activators;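 note: potency is the fitted concentration of half-maximal effect; % of control where 0% means no effect; nearly all actives have a fitted effect of over 60% in size; reporter is driven by a mutant NPC1 promoter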
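Cells: Huh7 expressing luciferase under the NPC1 promoter, 1500/well. Seeded 2 h, compound added, incubated 24 h at 37 °C. Luciferase reagent, 10 min ambient, then luminescence.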
Rab9 prom act: activators of Rab9 promoter. AID 485297. Potency, µM (doses to about 9.22 µM), without a hit: at the highest dose activation, negative = inhibition, usual class: activators. Huh7 Rab9 promoter-luciferase reporter, luminescence, 24 h. 320,000 compounds, 2.8% hits; note: potency is the fitted concentration of half-maximal effect; % of control where 0% means no effect; nearly all actives have a fitted effect of over 60% in size
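Rab9 promoter-driven luciferase in stably transfected Huh7 cells; 1500 cells/well rested 2 h, exposed to compound in DMSO for 24 h at 37 °C, 5% CO2. Luminescence read 10 min after adding luciferase reagent at ambient temperature.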
p53 reactivation: restores transcriptional activity of mutant p53; H1299 p53-A138V BP100-luciferase reporter, luminescence, 24 h; Potency, µM (top dose mostly 92.2 µM), inactives show at the top dose activity change, positive = activation, most hits filed as activators; 320,000 compounds, 0.063% hits; AID 504706; note: potency is the fitted concentration of half-maximal effect; % of control where 0% means no effect; nearly all actives have a fitted effect of over 45% in size
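H1299 (p53-null), stable ts p53-A138V + BP100-Luc; 1000 cells/well, Opti-MEM/10% FBS; cpd 4 pt, 1:5; 24 h, 37 deg C, 5% CO2; detection reagent 10 min RT; luminescence.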
Menin MLL FP TR: displaces Texas Red mutant MLL peptide from human menin | Menin + Texas Red MLL mutant peptide, fluorescence polarization | Potency, µM (series often up to 61.6 µM), inactives show at the highest dose FP activity change, negative = inhibition, actives largely listed as inhibitors | 270,000 compounds, 0.23% hits | AID 1768; active = well fitted inhibition curve with a large enough effect in the polarisation, with a control signal flat, not every such curve was filed as active; inconclusive = small, poorly fitted or top-dose-only effect, or effect the other way, or a change in a side signal; inactive = no such curve, though single readings can be large or run the other way; the % refers to the polarisation; note: potency is the fitted concentration of half-maximal effect; % of control where 0% means no effect; many of its hits are not listed in these tables
PKM2 act: activators of human pyruvate kinase M2. purified PKM2, Kinase-Glo ATP luminescence, activation; response scale: 0% is enzyme alone, no compound. AID 1631. 260,000 compounds, 0.34% hits. P14618. Potency, µM (series often up to 57.5 µM), for the others: at the highest dose activation, usual class: activators; note: potency is the fitted concentration of half-maximal effect; % is set by controls: 0 for no effect and ±100 for the full control effect; nearly all actives have a fitted effect of over 55% in size
Target sequence (P14618 whole entry, looked up): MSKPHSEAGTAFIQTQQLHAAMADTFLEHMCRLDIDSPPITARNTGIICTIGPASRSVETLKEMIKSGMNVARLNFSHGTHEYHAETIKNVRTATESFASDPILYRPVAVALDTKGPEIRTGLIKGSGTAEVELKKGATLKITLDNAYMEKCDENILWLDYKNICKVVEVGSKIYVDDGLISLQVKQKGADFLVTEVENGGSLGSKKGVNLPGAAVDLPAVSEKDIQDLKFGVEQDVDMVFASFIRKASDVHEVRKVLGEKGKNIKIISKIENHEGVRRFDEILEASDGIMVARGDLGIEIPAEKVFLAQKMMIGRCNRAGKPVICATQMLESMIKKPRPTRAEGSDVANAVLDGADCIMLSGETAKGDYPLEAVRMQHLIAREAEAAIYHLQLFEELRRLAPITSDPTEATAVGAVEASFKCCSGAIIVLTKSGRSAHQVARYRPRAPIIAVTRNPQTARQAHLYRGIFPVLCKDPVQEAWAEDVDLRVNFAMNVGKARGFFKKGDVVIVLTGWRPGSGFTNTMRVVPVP
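hPK-M2, >95% pure; 0.1 mM ADP / 0.5 mM PEP final; imidazole pH7.2 buffer w/ 7 mM MgCl2, 50 mM KCl; 1 h RT; Kinase-Glo lum. Intermediate enzyme activity for dual inhibitor/activator qHTS.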
Giardia kill: Giardia lamblia killing | Giardia lamblia trophozoite viability | activity change, % at 7.66 µM, hits read low | 340,000 compounds, 0.15% hits | AID 540267; in the data active = activity change below about -80%; inconclusive = between about -30% and that limit;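 note: parasites exposed to compound for two days anaerobically before the ATP read; % is set by controls: 0 for no effect and ±100 for the full control effect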
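Killing of trophozoites was scored by loss of ATP luminescence after a 48 hrs anaerobic exposure to compounds at 37 deg C, using 100 cells per well.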
FLuc modulator: counter-screen for miR-21 project: firefly luciferase inhibitors or activators; 360,000 compounds, 6.9% hits; purified FLuc, Km substrates, luminescence inhibition; Potency, µM (titrated, usually from 57.5 µM), for the others: top-dose activity change, negative = inhibition, actives largely listed as inhibitors;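 note: potency is the fitted concentration of half-maximal effect; plate controls were vehicle for no effect and reference inhibitor for full effect; nearly all actives have a fitted effect of over 55% in size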
Target sequence (P08659 whole entry, looked up): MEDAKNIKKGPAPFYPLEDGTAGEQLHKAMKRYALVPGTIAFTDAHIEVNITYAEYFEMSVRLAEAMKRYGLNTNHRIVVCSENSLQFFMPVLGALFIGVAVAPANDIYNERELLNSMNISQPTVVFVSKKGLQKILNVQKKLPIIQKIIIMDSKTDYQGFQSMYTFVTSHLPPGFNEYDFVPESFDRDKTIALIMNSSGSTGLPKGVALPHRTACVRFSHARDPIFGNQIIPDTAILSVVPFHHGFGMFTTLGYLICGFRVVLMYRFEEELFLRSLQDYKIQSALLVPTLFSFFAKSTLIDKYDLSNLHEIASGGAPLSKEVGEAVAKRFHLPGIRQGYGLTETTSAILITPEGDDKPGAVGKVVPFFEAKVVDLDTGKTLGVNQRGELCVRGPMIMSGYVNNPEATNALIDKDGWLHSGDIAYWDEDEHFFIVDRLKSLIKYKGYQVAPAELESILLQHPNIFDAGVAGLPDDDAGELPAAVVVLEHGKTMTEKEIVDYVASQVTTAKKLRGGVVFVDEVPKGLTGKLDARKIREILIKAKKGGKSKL
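Biochemical qHTS of compounds, final roughly 60 µM downward over six points, against 10 nM purified firefly luciferase using Km concentrations of substrates (10 uM D-luciferin, 10 uM ATP) in Tris acetate pH 7.5 buffer; luminescence output.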
ELG1 genotox: induces genotoxicity in HEK293T cells with luciferase-tagged ELG1. HEK293T ELG1-luciferase reporter, luminescence, 16 h. Potency, µM (doses to about 46 µM), inactives show at the highest dose activity change, positive = activation, usual class: activators. 330,000 compounds, 1.3% hits. AID 504466; note: potency is the fitted concentration of half-maximal effect; % of control where 0% means no effect; nearly all actives have a fitted effect of over 60% in size
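Genotoxicity was scored as increased ELG1-luciferase reporter signal, measured by ONE-Glo luminescence (30 min, room temperature). Compound or vehicle exposure of the HEK293T reporter cells lasted 16 hr at 37°C.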
RORg inh: blocks mouse ROR gamma transcriptional activity. P51450. Drosophila S2 Gal4-RORgamma UAS-luciferase reporter, 20 h. Potency, µM (top dose mostly 53.6 µM), inactives show at the highest dose activity change, negative = inhibition, usual class: inhibitors. 310,000 compounds, 5.4% hits; note: potency is the fitted concentration of half-maximal effect; % is set by controls: 0 for no effect and ±100 for the full control effect; nearly all actives have a fitted effect of over 60% in size
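Using a luciferase readout, inhibitors were identified by reduced reporter activity in Drosophila cells coexpressing a copper-inducible Gal4–ROR gamma fusion and UAS-driven Photinus luciferase, incubated 20 hr after 700 uM copper sulfate.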
Gal4-VP16 FLuc: Gal4-VP16 reporter inhibition counter-screen; Drosophila S2 Gal4-VP16 UAS-luciferase, luminescence, 20 h; Potency, µM (top dose mostly 53.6 µM), for inactives: at the highest dose activity, negative = inhibition, actives largely listed as inhibitors; 310,000 compounds, 3.5% hits; AID 2546;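 note: Gal4-VP16 expression switched on by copper sulfate through the metallothionein promoter; potency is the fitted concentration of half-maximal effect; % is set by controls: 0 for no effect and ±100 for the full control effect; nearly all actives have a fitted effect of over 50% in size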
BRCA1 expr up: increases BRCA1 expression | AID 624202 | MCF7-BRCA1-FFLuc reporter, luminescence, 48 h; response scale: scaled: vehicle 0%, 10 µM genistein 100% | Potency, µM (top dose mostly 46.1 µM), without a hit: at the top dose activation, usual class: activators | 380,000 compounds, 1.1% hits; note: potency is the fitted concentration of half-maximal effect; nearly all actives have a fitted effect of over 80% in size; some results filed as inactive show a strong effect at the top dose
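Quantitative HTS in MCF7 cells stably reporting BRCA1 expression via firefly luciferase. Compound treatment lasts 48 h at 37 °C in phenol-red free MEM. Activation is expressed relative to genistein at 10 microM and DMSO.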
Active calls of the source: *; ? = inconclusive; · = not tested or not shown; & = joins results of further samples; [ ] = remark or other dose. Unless noted, calls come from the whole dose curve; as a rule, active = well fitted curve in the direction sought with a large enough effect; inconclusive = small, poorly fitted or top-dose-only effect, or another doubt; inactive = no such curve, though single readings can be large; an effect the other way counts as inactive or inconclusive. Only part of the results is shown; count on the stated rates, not on these rows.

SMILES	NPC1 prom act	Rab9 prom act	p53 reactivation	Menin MLL FP TR	PKM2 act	Giardia kill	FLuc modulator	ELG1 genotox	RORg inh	Gal4-VP16 FLuc	BRCA1 expr up
Cc1nn(Cc2ccccc2Cl)c2sc(C(=O)NCc3ccc4c(c3)OCO4)cc12	-1%	6%	1%	0%	-3%	7	-4%	7%	-42%	7%	-34%
Cc1cc(C)cc(N(C(=O)CNC(=O)c2ccco2)C(C(=O)NC2CCCCC2)c2cccnc2)c1 (stereo not drawn)	-6%	-1%	-6%	-23%	0%	14	0%	0%	-15%	7%	7%
CC(C)c1ccc(S(=O)(=O)N2CCN(C(=O)c3ccc(N4CCCC4)c([N+](=O)[O-])c3)CC2)cc1	-4%	0%	1%	·	13%	-24	0%	3%	-24%	4%	-28%
CC(C)C1N(C(=O)N2CCOCC2)CCN1S(=O)(=O)c1ccccc1 (stereo not drawn)	-3%	4%	-1%	-7%	·	-2	-1%	-1%	-10%	6%	-4%
O=C(Nc1ccc(Oc2ccsc2C(=O)O)cc1)c1ccccc1	-1%	-8%	4%	9%	·	4	24µM*	0%	-1%	1%	1%
CCOC(=O)c1c(NC(=O)CN2CCN(C)CC2)sc(C(=O)Nc2ccccc2)c1C	5%	19%	-1%	-2%	0%	8	?	10%	-29%	-14%	?
Cc1onc(-c2ccccc2)c1C(=O)NCc1ccccc1F	-5%	-1%	-5%	4%	·	14	2%	1%	9%	5%	-1%
COc1ccc(CCN=C2SCC(=O)N2Cc2ccccc2)cc1OC	-5%	-11%	-5%	-8%	-6%	25	2%	4%	37%	5%	0%
CCC(Oc1ccccc1)C(=O)Nc1ccc(C)c(S(=O)(=O)N2CCOCC2)c1 (stereo not drawn)	2%	-4%	-5%	·	·	0	6%	-2%	·	·	-17%
COc1cccc(N2CC(=O)N(NC(=O)CSc3nc(C)cc(C)c3C#N)CC2=O)c1	-10%	1%	-10%	-4%	-5%	-13	3%	0%	4%	4%	7%
Cn1c(=O)n(C)c2cc(C(=O)O)ccc21	-2%	4%	-1%	5%	-17%	-6	3%	-1%	-15%	0%	1%
O=C(Nc1ccccc1N1CCCCC1)c1ccc(OC(F)F)cc1	-1%	-2%	4%	·	·	-17	1%	0%	-3%	1%	-30%
CC(=O)Nc1ccc(SCc2c(C)noc2C)cc1	-1%	-6%	-2%	5%	·	10	6%	-1%	-26%	-13%	-17%
CS(=O)(=O)N(Cc1nc(-c2ccc(F)cc2)no1)c1ccccc1Cl	-5%	-4%	-9%	·	·	11	1%	11%	·	·	-10%
CCN(CC(=O)Nc1cccc(OC)c1)CC(=O)Nc1ccc(Br)c(C)c1	3%	1%	-9%	90%[activator]	·	2	4%	-4%	15%	4%	-44%
Cc1ccc(C)c(NC(=O)CCn2cnnn2)c1	-9%	1%	2%	6%	-4%	7	-1%&0%	1%	16%	-3%	6%&16%
Cn1c2c(c(=O)n(C)c1=O)C(c1ccc(Br)cc1)Nc1ccccc1O2 (stereo not drawn)	-1%	1%	-11%	0%	8%	-11	-1%	1%	-2%	-2%	-24%
O=C(NNC(=O)c1cccs1)c1cccnc1	2%	3%	-4%	2%	4%	-5	6%	1%	-23%	-11%	-4%
COc1ccc(C2CCCN2C(=S)Nc2ccc(C)cc2C)cc1OC (stereo not drawn)	-13%	0%	-2%	-1%	-16%	-2	-4%	-11%	?	?	-30%
[O-][n+]1c2cc(C(F)(F)F)ccc2c2n1CCN=C2c1ccc(Cl)cc1	14%	2%	1%	·	·	-89*	?	3%	·	·	-54%
COc1cc(NC(=O)c2cc(OC)c(OC)c(OC)c2)c(OC)cc1NC(=O)CN1CCCCC1	-2%	-1%	-19%	-5%	7%	-4	13µM*	1%	?	-15%	-9%
Cc1nc(C)c(C(=O)N/N=C/c2cc(Br)ccc2O)s1	-42%[inhibitor]	-32%[inhibitor]	?	·	-7%	2	?	13%	3.2µM*	7.9µM*	-71%
CCN(c1ccccc1)S(=O)(=O)c1ccc2c(c1)CCCN2C(C)=O	0%	-1%	0%	-9%	1%	-7	0%	-1%	-3%	17%	-24%
COc1cccc(N(C(=O)CNC(=O)c2ccco2)C(C(=O)NC2CCCCC2)c2ccncc2)c1 (stereo not drawn)	-5%	2%	2%	2%	-2%	-3	2%	0%	13%	-11%	-3%
CCOc1ccccc1NC(=O)Nc1cccc(NC(C)=O)c1	0%	-5%	-5%	·	-1%	-2	-15%	-1%	6%	-13%	-8%
C/C(CCc1ccccc1)=N\NC(=O)COc1ccccc1C	-5%	-1%	12%	-11%	-3%	0	2%	0%	-5%	-1%	-5%
Cn1c(C(=O)c2ccccc2)nc2ccccc21	15%	13%	?	9%	·	-6	?	20%	13%	29%	39%
O=C(N/N=C/c1cn(-c2ccccc2)nc1-c1ccc2c(c1)OCCO2)c1ccncc1	?	?	?	0%	-1%	-24	-18%	?	2.2µM*	5µM*	?
O=C(Cc1ccccc1)NNC(=O)Nc1cccc(Cl)c1	-1%	1%	-10%	26%	0%	-3	0%	-4%	0%	-2%	-4%
COc1ccc(NC(=O)O/N=C/c2c(C)nn(C(C)(C)C)c2C)cc1	0.35µM*	0.32µM*	4%	·	5%	?	0.38µM*	1.6µM*	2.5µM*	11µM*	?
Cc1coc(C)c1C(=O)CC1(O)C(=O)Nc2cc(Cl)cc(Cl)c21 (stereo not drawn)	-1%	4%	-2%	6%	11%	-1	1%	1%	18%	-9%	-1%
CCN(C(=O)CCS(=O)(=O)c1cccc2nonc12)c1ccc(C)c(C)c1	-1%	-3%	-1%	-5%	0%	-9	0%	-12%	-3%	0%	2%
CCN1C(=O)C2(SC(NC(C)=O)=NN2C(C)=O)c2cc(C)ccc21 (stereo not drawn)	-7%	1%	7%	-2%	2%	7	3%	2%	-26%	-19%	2%
CCOC(=O)c1c(C)oc2ccc(OCc3cc(C(=O)OC)oc3C)cc12	7%	0%	-5%	-14%	-3%	-8	-2%	-3%	-19%	14%	-13%
COc1ccc(C)cc1NC(=O)CSc1nc2scc(C)c2c(=O)[nH]1	0%	-1%	-3%	·	1%	-4	0%	-6%	41%	-3%	-28%
CN(C)C(=O)Cn1cnc2c(cnn2-c2ccccc2Cl)c1=O	-5%	-4%	-6%	-18%	7%	-29	2%	1%	-11%	2%	2%
CC(=O)NCCOc1nc(N(C)C)nc(N2CCCCC2)n1	-1%	7%	3%	2%	-2%	16	0%	3%	12%	-2%	1%
O=C(CSc1nccn1-c1cccc(Cl)c1)Nc1ccc2c(c1)OCCO2	6%	-6%	5%	-1%	-6%	-22	-11%	-4%	22%	14%	-2%
COC(=O)Nc1ncc(CN2CCC(c3ccccc3)CC2)s1	-2%	-1%	-5%	1%	-3%	-3	2%	0%	33%	-14%	0%
O=C1CC(c2ccccc2)CC(O)=C1C=NCCN1CCN(C(=O)Nc2ccccc2)CC1 (stereo not drawn)	2%	5%	-1%	-8%	-7%	-5	0%	0%	14%	5%	-7%
N#Cc1c(N)sc(=S)c2c1CCCCC2	3%	-7%	0%	?	10%	-13	3%	-6%	-15%	-4%[0.365 µM]	-28%
CC(C)(C)C(=O)Nc1sc2c(c1C#N)CCN(Cc1ccccc1)C2	-2%	0%	·	-1%	-10%	-9	2%	9%	20%	-8%	34%
CCOc1cc(C(=O)Nc2ccccc2N2CCOCC2)ccc1OCC(=O)N1CCCCC1	-2%	9%	-3%	-21%	1%	10	-3%	-6%	-1%	6%	-7%
COc1ccc(CCNC(=O)COc2ccc(S(=O)(=O)N3CCCC3)cc2)cc1	0%	0%	-3%	10%	-2%	-16	-2%	-6%	5%	-6%	-18%
CCC(C)(C(=O)NC1CCCC1)N(Cc1cccs1)C(=O)c1ccc2c(c1)OCO2 (stereo not drawn)	-4%	-2%	-3%	-6%	-5%	7	-1%	-6%	6%	-11%	-29%
COc1ccc(S(=O)(=O)N2CCN=C2SCc2cccnc2)cc1	-4%	1%	5%	-13%	?	4	5%	2%	6%	5%	1%
N#CCSc1nccc(/C=C/c2ccccc2)n1	12%	20%	1%	15%	-2%	-2	?	?	17%	?	-34%
Cc1nc2c3c(sc2c(=O)[nH]1)NC(=O)CC3c1ccccc1Cl (stereo not drawn)	-3%	-6%	-5%	·	5%	-6	0%	?	2%	-7%	-20%
Cc1cccc(CN2CCC(C(=O)Nc3ccc(-n4nc(C)cc4C)cc3)CC2)n1	-1%	3%	-6%	-5%	-11%	-16	4%	-2%	-35%	-12%	-9%

Assay outcomes from PubChem BioAssay.
